Assay outcomes as filed in PubChem BioAssay.
CatL block: inhibitors of human cathepsin L. actives 0.17% (n = 58,000). inhibition, %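 (tested at 10 µM)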. AID 460. P07711. purified cathepsin L, fluorogenic substrate, fluorescence; in the data active = inhibition above about 45%;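 note: 0% = enzyme with no compound and 100% = no enzyme blank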
C1s block: human complement C1s inhibition | P09871 | purified C1s, fluorogenic AMC substrate, pooled mixtures | mean inhibition % of two 10-compound mixtures (active compounds read high), % at 5 µM (by protocol) | actives 0.16% (n = 62,000) | AID 538;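 active = inhibition above 20% in each of the two 10-compound mixture wells holding the compound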;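 note: 0% = enzyme wells lacking compound mixture and 100% = no-enzyme blank wells; some compounds called inactive have numbers as strong as hits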
AP ELISA ortho: orthogonal test for alternative complement pathway inhibitors | Human serum alternative complement pathway, LPS-coated ELISA, C3 deposition; tested in compound mixtures | inhibition, % at 5 µM | actives 0.08% (n = 62,000);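 active = inhibition above 30% in each of the two pooled mixtures holding the compound, so the lower value exceeds 30%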;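 note: 0% = serum in Mg-EGTA without compound and 100% = EDTA serum blank; some compounds past the cut are filed as inactive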
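Test system: human serum complement alternative pathway, C3 deposition onto LPS / Medium: Mg2+-EGTA GVB++ buffer containing human serum at 1:15 dilution / Probe or stimulus: Plate-bound LPS / Times: 1 h at 37 °C / Signal: ELISA with HRP anti-human C3 antibody, TMB substrate, absorbance 450 nm / Measure: percent inhibition / Repeats: two pool placements per compound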
CatS inh: blocks human cathepsin S protease activity | P25774 | recombinant cathepsin S, AMC dipeptide fluorescence, pooled mixtures | inhibition, %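 (tested at 5 µM per compound within 10-compound mixtures)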 | actives 0.06% (n = 62,000) | AID 501; in the data active = inhibition above about 32%, passing the limit was not always enough; inconclusive = no clear call, values can overlap the other calls;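 note: 0% = enzyme without compound and 100% = blank without enzyme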
Target sequence (P25774 115-331 limits assumed): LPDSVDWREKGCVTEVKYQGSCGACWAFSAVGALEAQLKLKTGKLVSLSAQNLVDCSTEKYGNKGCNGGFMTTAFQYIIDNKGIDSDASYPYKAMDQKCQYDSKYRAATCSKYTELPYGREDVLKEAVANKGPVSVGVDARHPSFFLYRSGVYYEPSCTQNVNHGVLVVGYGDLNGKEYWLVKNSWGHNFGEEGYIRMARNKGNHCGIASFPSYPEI
FXIIa mix inh: inhibitors of human coagulation factor XIIa, pooled mixtures; P00748; purified FXIIa, fluorogenic substrate; inhibition, % at 5 µM; actives 0.2% (n = 62,000); AID 684;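 note: 0% = enzyme without compound and 100% = no enzyme blank; some results filed as inactive read as strong as hits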
CatB inh: blocks human cathepsin B protease activity. purified cathepsin B, fluorogenic substrate, fluorescence. actives 0.1% (n = 63,000). P07858. inhibition, %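 (tested at 10 µM)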; in the data active = inhibition above about 21%;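 note: 0% = enzyme with no compound and 100% = no enzyme blank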
Cathepsin G inh: cathepsin G (human) inhibition; actives 0.2% (n = 62,000); AID 581; inhibition, % at 5 µM (by protocol); purified enzyme, AMC-tetrapeptide fluorescence, pooled mixtures;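 active = inhibition above 20% in each of the two mixture wells holding the compound; inactive = inhibition of 20% or less in either well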;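 note: 0% = enzyme control without mixture and 100% = blank lacking enzyme; strong numbers were not always called active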
Target sequence (P08311 21-244 limits assumed): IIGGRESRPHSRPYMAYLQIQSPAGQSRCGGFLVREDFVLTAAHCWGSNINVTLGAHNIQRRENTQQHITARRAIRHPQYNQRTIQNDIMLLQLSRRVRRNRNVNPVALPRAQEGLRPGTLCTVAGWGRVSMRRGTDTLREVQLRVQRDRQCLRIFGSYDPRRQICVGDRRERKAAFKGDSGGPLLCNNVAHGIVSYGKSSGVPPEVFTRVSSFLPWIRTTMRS
FXIa mix inh: blocks human factor XIa in pooled compound mixtures; actives 0.19% (n = 62,000); P03951; inhibition, % at 5 µM; purified FXIa, fluorogenic substrate;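 note: each value is inhibition by a whole ten-compound pool holding the compound; 0% = enzyme with no mixture and 100% = wells lacking enzyme; strong numbers were not always called active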
Target sequence (P03951 19-387 limits assumed): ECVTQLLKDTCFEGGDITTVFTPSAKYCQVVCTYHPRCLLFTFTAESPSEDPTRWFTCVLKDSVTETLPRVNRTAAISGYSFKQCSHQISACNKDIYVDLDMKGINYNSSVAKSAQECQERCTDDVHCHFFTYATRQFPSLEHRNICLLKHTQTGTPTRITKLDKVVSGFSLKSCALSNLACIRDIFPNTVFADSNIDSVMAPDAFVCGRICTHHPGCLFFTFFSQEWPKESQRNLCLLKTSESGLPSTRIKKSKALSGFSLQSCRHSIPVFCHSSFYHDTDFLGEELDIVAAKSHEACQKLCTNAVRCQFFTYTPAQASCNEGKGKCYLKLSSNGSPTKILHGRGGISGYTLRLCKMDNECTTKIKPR
Target sequence (P03951 388-625 limits assumed): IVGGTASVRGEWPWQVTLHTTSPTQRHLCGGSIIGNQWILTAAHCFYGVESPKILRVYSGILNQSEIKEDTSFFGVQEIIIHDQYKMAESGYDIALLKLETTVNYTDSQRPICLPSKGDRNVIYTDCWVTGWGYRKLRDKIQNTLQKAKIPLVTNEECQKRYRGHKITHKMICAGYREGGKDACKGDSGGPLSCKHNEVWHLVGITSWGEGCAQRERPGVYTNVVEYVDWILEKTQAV
CatB mix inh: human cathepsin B inhibition by mixtures | actives 0.06% (n = 62,000) | Purified cathepsin B, AMC dipeptide fluorescence, compound mixtures | AID 488 | inhibition, %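 (ten-compound pools at 5 µM per compound and 50 µM total)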 | P07858; in the data active = inhibition above about 22%, passing the limit was not always enough; inconclusive = no clear call, values can overlap the other calls;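 note: 0% = enzyme without compound and 100% = no enzyme blank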
* = called active by the depositor. Cut-off read from the data, not from the text of the source, unless noted: active = inhibition above about 20% (passing the limit was not always enough); inactive = the rest. This is a subset; count on the stated rates, not on these rows.

CCOC(=O)/C=C1\SCC(=O)N1CC(=O)c1ccc[nH]1 was read as CatL block -10, C1s block -3, AP ELISA ortho 20, CatS inh -7, FXIIa mix inh 2, CatB inh 0, Cathepsin G inh 7, FXIa mix inh 7 and CatB mix inh 3.
For CC(=O)Nc1cccc(C(=O)N2CCN(Cc3ccccc3)CC2)c1 the results were CatL block 21, C1s block 0, AP ELISA ortho 2, CatS inh 10, FXIIa mix inh 6, CatB inh 1, Cathepsin G inh 0, FXIa mix inh 11 and CatB mix inh -1.
Screening O=C(CSc1nc(-c2ccccc2)cs1)N1CCN(C(=O)c2ccco2)CC1 returned CatL block 9, C1s block -1, AP ELISA ortho 3, CatS inh -1, FXIIa mix inh 3, CatB inh -1, Cathepsin G inh -1, FXIa mix inh -2 and CatB mix inh -1.
For O=C(OCn1nnc2ccccc2c1=O)c1ccc(S(=O)(=O)N2CCOCC2)cc1 the results were C1s block -1, AP ELISA ortho 7, CatS inh 5, FXIIa mix inh 8, CatB inh 6, Cathepsin G inh 9, FXIa mix inh 1 and CatB mix inh 0.
`O=C(CCC1CCCCC1)NCc1ccncc1` gave CatL block -10, C1s block -31, AP ELISA ortho 2, CatS inh -5, FXIIa mix inh 9, CatB inh 1, Cathepsin G inh -14, FXIa mix inh 0 and CatB mix inh -1.
Screening COc1ccc(N2C(=O)CSC23C(=O)N2CCCc4cccc3c42)cc1 (centres undefined) returned CatL block 8, C1s block -99, AP ELISA ortho -7, CatS inh 10, FXIIa mix inh -2, CatB inh 3, Cathepsin G inh -9, FXIa mix inh -32 and CatB mix inh -14.
`O=C(CCn1c(=O)oc2ccccc21)Nc1cccc(Cl)c1` gave CatL block 2, C1s block 9, AP ELISA ortho 24, CatS inh 7, FXIIa mix inh 5, CatB inh 3, Cathepsin G inh 12, FXIa mix inh 5 and CatB mix inh 8.
`COc1ccccc1NC(=O)c1ccccc1-c1nc(-c2ccccc2OC)no1` gave CatL block -1, C1s block -66, AP ELISA ortho 17, CatS inh -21, FXIIa mix inh 0, CatB inh 0, Cathepsin G inh -9, FXIa mix inh -11 and CatB mix inh -6.
Screening CS(=O)(=O)N(CC(=O)NC1CC1)c1cccc(F)c1 returned CatL block 14, C1s block 16, AP ELISA ortho -10, CatS inh 4, FXIIa mix inh 6, CatB inh 3, Cathepsin G inh 11, FXIa mix inh 3 and CatB mix inh -2.
`CCCOc1ccc(-c2nc(C#N)c(N3CCN(C)CC3)o2)cc1` gave CatL block -8, C1s block -22, AP ELISA ortho -17, CatS inh -8, FXIIa mix inh -17, CatB inh -3, Cathepsin G inh -15, FXIa mix inh 1 and CatB mix inh -3.
COc1ccc(CNC(=O)C(C)N(Cc2ccco2)C(=O)c2snc(C(N)=O)c2N)cc1 (centres undefined) was read as CatL block 5, C1s block 2, AP ELISA ortho 1, CatS inh -2, FXIIa mix inh 2, CatB inh -1, Cathepsin G inh -1, FXIa mix inh 5 and CatB mix inh 8.
Cc1ccccc1Cn1c(=O)c2c(nc3n2CCCN3Cc2ccccc2)n(C)c1=O was read as CatL block 4, C1s block 1, AP ELISA ortho 5, CatS inh 2, FXIIa mix inh 12, CatB inh 2, Cathepsin G inh 4, FXIa mix inh 10 and CatB mix inh -1.
For COc1ccc(/C(O)=C2/C(=O)C(=O)N(CCN(C)C)C2c2ccc(C)cc2)cc1Cl (centres undefined) the results were CatL block 28, C1s block -24, AP ELISA ortho -11, CatS inh 16, FXIIa mix inh 0, CatB inh 5, Cathepsin G inh 4, FXIa mix inh 4 and CatB mix inh 2.
O=C(NCc1ccco1)Nc1ccccc1Cl was read as CatL block -2, C1s block 4, AP ELISA ortho 18, CatS inh -3, FXIIa mix inh 7, CatB inh 2, Cathepsin G inh -4, FXIa mix inh -2 and CatB mix inh 1.
Screening CCN(CC)c1ccc(-n2cc3c(=O)n(C)c(=O)n(C)c3c2)cc1 returned CatL block -21, C1s block 8, AP ELISA ortho 6, CatS inh inconclusive, FXIIa mix inh -7, CatB inh 0, Cathepsin G inh 13, FXIa mix inh 5 and CatB mix inh 5.
Screening O=C(OCCN1C(=O)c2ccccc2C1=O)c1cc(S(=O)(=O)N2CCOCC2)ccc1Cl returned CatL block 10, C1s block 1, AP ELISA ortho -2, CatS inh 10, FXIIa mix inh 7, CatB inh 6, Cathepsin G inh -5, FXIa mix inh 4 and CatB mix inh 5.
`Cc1ccc(S(=O)(=O)N2CCN(C(=O)C3COc4ccccc4O3)CC2)cc1C` (centres undefined) gave CatL block 6, C1s block -25, AP ELISA ortho 14, CatS inh 2, FXIIa mix inh 2, CatB inh -4, Cathepsin G inh 16, FXIa mix inh 6 and CatB mix inh 6.
`Cc1ccc2c(c1)NC(=O)C(CC(=O)NCCCN1CCCCC1C)O2` (centres undefined) gave C1s block -1, AP ELISA ortho 15, CatS inh 3, FXIIa mix inh 6, CatB inh 0, Cathepsin G inh 0, FXIa mix inh 9 and CatB mix inh -1.
COC(C)(C)[C@]12CC(O)(C(C)C)ON1[C@H]1CCCCC1N2O (some centres undefined) was read as CatL block -1, C1s block -58, AP ELISA ortho 14, CatS inh -16, FXIIa mix inh 3, CatB inh 2, Cathepsin G inh -2, FXIa mix inh -9 and CatB mix inh -3.
`O=C(NCc1ccc2c(c1)OCO2)C1CC(=O)N(c2ccc(O)cc2)C1` (centres undefined) gave CatL block 4, C1s block -10, AP ELISA ortho -3, CatS inh 11, FXIIa mix inh -5, CatB inh 5, Cathepsin G inh -2, FXIa mix inh 3 and CatB mix inh 4.
Screening COC(=O)c1ccccc1NC(=O)CNc1cc(Cl)ccc1N1CCOCC1 returned CatL block 16, C1s block 14, AP ELISA ortho 1, CatS inh 1, FXIIa mix inh 5, CatB inh 4, Cathepsin G inh 13, FXIa mix inh 17 and CatB mix inh 1.
Screening O=C(Nc1nnc(CCc2ccccc2)s1)c1ccco1 returned CatL block 8, C1s block 2, AP ELISA ortho 2, CatS inh 18, FXIIa mix inh -10, CatB inh 1, Cathepsin G inh 10, FXIa mix inh 0 and CatB mix inh 5.
Screening O=c1n(-c2ccccc2)c(=O)n(Cc2ccccn2)n1Cc1ccccn1 returned CatL block 22, C1s block 15, AP ELISA ortho 6, CatS inh 12, FXIIa mix inh 3, CatB inh 3, Cathepsin G inh 13, FXIa mix inh 3 and CatB mix inh 3.
For CC(CN1CCOCC1)(NS(=O)(=O)c1ccccc1)c1ccccc1 (centres undefined) the results were CatL block -1, C1s block 6, AP ELISA ortho -1, CatS inh 10, FXIIa mix inh 7, CatB inh 5, Cathepsin G inh 0, FXIa mix inh 0 and CatB mix inh 2.
CCN(CC)S(=O)(=O)c1ccc2[nH]cc(C(=O)NCCc3ccccc3)c(=O)c2c1 was read as CatL block 4, C1s block 11, AP ELISA ortho -5, CatS inh 12, FXIIa mix inh 1, CatB inh 2, Cathepsin G inh 8, FXIa mix inh 4 and CatB mix inh -2.
`COc1ccccc1-c1nnc(SCc2nc3ccccc3[nH]2)n1C` gave C1s block -26, AP ELISA ortho 16, CatS inh 13, FXIIa mix inh -2, CatB inh -1, Cathepsin G inh 0, FXIa mix inh 14 and CatB mix inh 6.
N#Cc1c(-c2ccccc2)cc(C2CC2)nc1N was read as CatL block 13, C1s block -17, AP ELISA ortho -33, CatS inh 15, FXIIa mix inh -16, CatB inh 12, Cathepsin G inh -8, FXIa mix inh 3 and CatB mix inh 2.
`COc1nc(-c2ccc(C)cc2)ccc1-c1noc(-c2cccnc2)n1` gave CatL block 3, C1s block -2, AP ELISA ortho -10, CatS inh -6, FXIIa mix inh 3, CatB inh -5, Cathepsin G inh -4, FXIa mix inh 1 and CatB mix inh 1.
CCN=c1sc(C(=O)NCCc2ccccc2)cc(=O)n1CC was read as CatL block -2, C1s block -2, AP ELISA ortho 13, CatS inh -7, FXIIa mix inh 5, CatB inh 0, Cathepsin G inh 8, FXIa mix inh 3 and CatB mix inh 3.
`CCOc1ccccc1Nc1nnc(SCc2ccc(C(=O)OC)o2)s1` gave CatL block 3, C1s block 2, AP ELISA ortho 0, CatS inh -2, FXIIa mix inh 8, CatB inh 4, Cathepsin G inh 10, FXIa mix inh 3 and CatB mix inh -4.
For COC(=O)c1cc(NC(=O)Cn2c(=O)cnc3ccccc32)cc(C(=O)OC)c1 the results were CatL block 13, C1s block 6, AP ELISA ortho -24, CatS inh 12, FXIIa mix inh -1, CatB inh 0, Cathepsin G inh -4, FXIa mix inh 2 and CatB mix inh 0.
CN(C)CCNC(=O)c1ccc(COCC(F)(F)F)cc1 was read as CatL block 1, C1s block 12, AP ELISA ortho 6, CatS inh 16, FXIIa mix inh 2, CatB inh 1, Cathepsin G inh 15, FXIa mix inh 6 and CatB mix inh 6.
COC(=O)Cc1ccc(NC(=O)c2cccs2)cc1 was read as CatL block -1, C1s block -2, AP ELISA ortho 12, CatS inh -24, FXIIa mix inh -1, CatB inh -3, Cathepsin G inh 3, FXIa mix inh 5 and CatB mix inh -5.
For Cc1ccc(S(=O)(=O)C2(C(=O)N3CCCC(C)C3)CC2)cc1 (centres undefined) the results were CatL block -5, C1s block 5, AP ELISA ortho 20, CatS inh -5, FXIIa mix inh 3, CatB inh -6, Cathepsin G inh 0, FXIa mix inh 5 and CatB mix inh 3.
Screening COc1ccccc1-n1c(SCC(N)=O)nc2c(c1=O)SCC2 returned C1s block 14, AP ELISA ortho 5, CatS inh 21, FXIIa mix inh -2, CatB inh 0, Cathepsin G inh 11, FXIa mix inh 5 and CatB mix inh 4.
For O=C(c1ccco1)N1CCN(C(=O)c2cnn3c(C(F)(F)F)cc(-c4cccs4)nc23)CC1 the results were CatL block -8, C1s block -38, AP ELISA ortho 29, CatS inh -9, FXIIa mix inh 7, CatB inh -5, Cathepsin G inh -6, FXIa mix inh 4 and CatB mix inh 2.
Screening COc1cc(Cl)c(S(=O)(=O)N2CCN(Cc3ccc4c(c3)OCO4)CC2)cc1Cl returned CatL block 9, C1s block -3, AP ELISA ortho -1, CatS inh 2, FXIIa mix inh 2, CatB inh 3, Cathepsin G inh 0, FXIa mix inh -11 and CatB mix inh -5.
c1ccc(C2=NCCCN2)cc1 was read as CatL block -9, C1s block -6, AP ELISA ortho 8, CatS inh 1, FXIIa mix inh 1, CatB inh 3, Cathepsin G inh -1, FXIa mix inh 8 and CatB mix inh -1.
For CCOC(=O)CNC(=O)C1CCCN(c2ncccn2)C1 (centres undefined) the results were CatL block 0, C1s block 17, AP ELISA ortho 22, CatS inh -2, FXIIa mix inh 6, CatB inh 1, Cathepsin G inh 10, FXIa mix inh 8 and CatB mix inh 7.
COC(=O)C(C)N(C#N)c1nc(C)nc(C)n1 (centres undefined) was read as CatL block 0, C1s block -6, AP ELISA ortho 25, CatS inh -1, FXIIa mix inh 9, CatB inh -2, Cathepsin G inh 0, FXIa mix inh 5 and CatB mix inh 7.
`CCN(CC)C(=O)CSc1nnc(-c2ccc(F)cc2)n1N` gave CatL block 8, C1s block 3, AP ELISA ortho 19, CatS inh -1, FXIIa mix inh -2, CatB inh 5, Cathepsin G inh 7, FXIa mix inh -1 and CatB mix inh 2.
`Cn1c(=O)cc(-c2ccccc2)c2ccccc21` gave CatL block 14, C1s block -4, AP ELISA ortho -15, CatS inh 12, FXIIa mix inh 1, CatB inh -4, Cathepsin G inh -1, FXIa mix inh -4 and CatB mix inh -3.
